ERG Ets-DNA blk: inhibitors of human ERG Ets domain-DNA interaction. P11308. fluorescence polarization, His-ERG Ets domain / labelled DNA. Potency, µM (highest dose often 76.9 µM), inactives show top-dose FP activity, negative = inhibition, most hits filed as inhibitors. 370,000 compounds, 0.028% hits; active = well fitted inhibition curve with a large enough effect in the polarisation, with a control signal flat; inconclusive = small, poorly fitted or top-dose-only effect, or effect the other way, or a change in a side signal; inactive = no such curve, though single readings can be large or run the other way; the % refers to the polarisation;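 also: polarization taken with two DNA probes labelled with fluorescein and Texas red; % of control where 0% means no effect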
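His-tagged ERG Ets domain (1 uM in the protein solution; 300mM KCl, 50mM Tris-HCl, 1mM EDTA, 1mM DTT, pH 7.5) received compound, then a probe mix of 5 nM fluorescein-DNA and 100nM Texas-615-DNA. Fluorescence polarization was read for both dyes.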
GLS inhibitor: inhibitors of human glutaminase (GLS); O94925; Potency, µM (series often up to 45.5 µM), for the others: top-dose activity change, negative = inhibition, hits mostly inhibitors; 410,000 compounds, 0.21% hits; GLS enzymatic activity, qHTS titration; also: % is scaled to controls: 0 for no effect and ±100 for the full control effect
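Assay buffer: 45 mM KH2PO4 pH 8.2, 0.02% Tween-20. hKGA acts on L-glutamine (1 mM solution added); product glutamate is reported by an oxidase/peroxidase Amplex Red coupling, with fluorescence taken at baseline and 30 min.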
HP1b chromo inh: blocks HP1-beta chromodomain binding to methylated histone tails; P83916; AlphaScreen HP1-beta / biotin-H3K9me3 peptide binding; Potency, µM (series often up to 114 µM), for inactives: at the top dose activity change, negative = inhibition, actives largely listed as inhibitors; 390,000 compounds, 0.56% hits; also: nearly all actives have a fitted effect of over 70% in size; inactives centre near 23
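HP1-beta protein (50 nM final) preincubated 30 min at room temperature with biotinylated H3(1-18)K9me3 peptide (50 nM) in PBS pH 7.4, 0.01% Tween-20, then compound added for 30 min. AlphaScreen streptavidin donor/nickel chelate acceptor beads (10 ug/mL final), 30 min dark, luminescence read.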
Tb PGK inh: T. brucei PGK inhibition. P07378. PGK/GAPDH coupled, Kinase-Glo luminescence, 60 min. Potency, µM (series often up to 57.5 µM), without a hit: at the top dose activity change, negative = inhibition, most hits filed as inhibitors. 380,000 compounds, 0.043% hits. AID 602233; also: % is scaled to controls: 0 for no effect and ±100 for the full control effect; nearly all actives have a fitted effect of over 60% in size
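Luminescent ATP detection (Kinase-Glo Plus) follows a 60-minute room-temperature incubation, with wells lacking PGK as controls. Buffer: 100 mM TEA (pH 7.6), 5 mM MgCl2, 0.01% Tween-20. Coupling enzyme GAPDH (100 nM final) supplies unstable 1,3-BPG in-well.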
Pin1 inhibitor: blocks the human prolyl isomerase Pin1; Q13526; Pin1 FP peptide displacement, HiFluor488, 10 min; Potency, µM (top dose mostly 115 µM), without a hit: at the highest dose activity, negative = inhibition, hits mostly inhibitors; 390,000 compounds, 0.009% hits; active = well fitted inhibition curve with a large enough effect in the polarisation, with a control signal flat, not every such curve was filed as active; inconclusive = small, poorly fitted or top-dose-only effect, or effect the other way, or a change in a side signal; inactive = no such curve, though single readings can be large or run the other way; the % refers to the polarisation; also: % is scaled to controls: 0 for no effect and ±100 for the full control effect
JMJD2A Tudor: blocks the human JMJD2A Tudor domain. Potency, µM (highest dose often 114 µM), for the others: at the highest dose activity change, negative = inhibition, usual class: inhibitors. 390,000 compounds, 4.4% hits. O75164. AlphaScreen JMJD2A-Tudor / H3K4me3 peptide binding; also: % is scaled to controls: 0 for no effect and ±100 for the full control effect; nearly all actives have a fitted effect of over 50% in size
Target sequence (O75164 whole entry, looked up, the tested form may be a part): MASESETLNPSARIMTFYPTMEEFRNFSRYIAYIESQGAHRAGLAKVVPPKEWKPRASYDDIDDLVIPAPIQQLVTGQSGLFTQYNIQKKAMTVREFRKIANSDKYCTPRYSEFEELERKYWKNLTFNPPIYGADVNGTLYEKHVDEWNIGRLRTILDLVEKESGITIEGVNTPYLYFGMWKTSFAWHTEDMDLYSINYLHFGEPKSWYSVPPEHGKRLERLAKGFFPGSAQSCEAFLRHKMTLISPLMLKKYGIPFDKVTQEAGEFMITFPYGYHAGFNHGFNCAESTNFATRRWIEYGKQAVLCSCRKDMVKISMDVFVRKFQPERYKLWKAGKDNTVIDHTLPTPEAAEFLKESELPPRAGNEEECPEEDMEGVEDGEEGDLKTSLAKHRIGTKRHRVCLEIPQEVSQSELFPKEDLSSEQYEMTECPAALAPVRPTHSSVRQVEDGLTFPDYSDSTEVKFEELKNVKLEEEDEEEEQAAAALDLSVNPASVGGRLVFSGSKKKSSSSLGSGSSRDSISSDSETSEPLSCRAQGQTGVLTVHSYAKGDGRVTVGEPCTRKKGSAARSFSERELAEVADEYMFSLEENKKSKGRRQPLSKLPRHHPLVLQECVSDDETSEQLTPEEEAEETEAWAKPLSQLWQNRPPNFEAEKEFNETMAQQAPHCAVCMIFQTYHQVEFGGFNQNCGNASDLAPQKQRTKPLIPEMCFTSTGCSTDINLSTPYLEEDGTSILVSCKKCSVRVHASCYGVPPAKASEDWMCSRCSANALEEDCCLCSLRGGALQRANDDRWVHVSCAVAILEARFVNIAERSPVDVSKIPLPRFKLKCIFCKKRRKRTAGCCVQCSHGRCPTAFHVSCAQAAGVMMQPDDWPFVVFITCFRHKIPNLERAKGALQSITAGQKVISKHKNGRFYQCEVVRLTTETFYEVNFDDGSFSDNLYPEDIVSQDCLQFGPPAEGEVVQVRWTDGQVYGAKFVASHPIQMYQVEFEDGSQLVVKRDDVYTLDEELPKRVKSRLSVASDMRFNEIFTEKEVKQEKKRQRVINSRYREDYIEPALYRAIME
rTrxR1 inhibitor: inhibitors of rat thioredoxin reductase 1; O89049; recombinant rTrxR1, NADPH fluorescence consumption, selenite substrate; Potency, µM (highest dose often 114 µM), inactives show at the top dose activity change, negative = inhibition, most hits filed as inhibitors; 390,000 compounds, 1% hits; AID 588453; also: % is scaled to controls: 0 for no effect and ±100 for the full control effect; nearly all actives have a fitted effect of over 65% in size
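Rat TrxR1 (90 nM in the dispensed reagent) was pre-reduced with 400 uM NADPH for 5 min at room temperature, then incubated with compound for 15 min. After 400 uM selenite was added, NADPH fluorescence (Ex 340/Em 450 nm) was followed for 8 min.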
RGS4 inh: blocks human RGS4-accelerated GTP hydrolysis | Transcreener GDP fluorescence polarization, RGS4-accelerated GTP hydrolysis | Potency, µM (series often up to 114 µM), for the others: at the highest dose activity change, negative = inhibition, hits mostly inhibitors | 390,000 compounds, 0.039% hits | P49798; also: % is scaled to controls: 0 for no effect and ±100 for the full control effect; nearly all actives have a fitted effect of over 75% in size; some results filed as inactive show a strong effect at the top dose
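MLSMR compounds (23 nl, pin-transferred) preincubated 10 min at room temperature with a 500nM (2x) first reagent, then RGS4 at 900nM (2x) plus Transcreener GDP mix added; fluorescence polarization (620/688 nm) read before and after 90 min at 30 °C.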
ALOX12 inh: ALOX12 (human) lipoxygenase inhibition | P18054 | purified 12hLO, xylenol orange hydroperoxide absorbance | Potency, µM (highest dose often 108 µM), for the others: top-dose activity change, negative = inhibition, hits mostly inhibitors | 580,000 compounds, 1.1% hits; also: % is scaled to controls: 0 for no effect and ±100 for the full control effect
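Purified human 12hLO (150 nM final) in 25 mM Hepes, 0.01% Triton X-100, pH 7.0 was preincubated 15 min at room temperature with compound. Then 40 uM arachidonic acid was added, 30 min. Hydroperoxide was read by Fe-XO absorbance ratio 573/405 nm.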
Numbers without * were called inactive; i = inactive; ? = inconclusive; . = no result given; [ ] = another dose, or the depositor's remark. Unless noted, calls follow the shape of the dose curve; as a rule, active = well fitted curve in the direction sought with a large enough effect; inconclusive = small, poorly fitted or top-dose-only effect, or another doubt; inactive = no such curve, though single readings can be large; an effect the other way counts as inactive or inconclusive. Potency is read from the fitted curve at half-maximal effect.

SMILES	ERG Ets-DNA blk	GLS inhibitor	HP1b chromo inh	Tb PGK inh	Pin1 inhibitor	JMJD2A Tudor	rTrxR1 inhibitor	RGS4 inh	ALOX12 inh
CC(=O)c1ccc(NC(=O)CN2C(=O)NC(C)(c3ccc4c(c3)OCCO4)C2=O)cc1 (stereo unspecified)	-10%	-5%	51%[activator]	-6%	4%	-2%	17%	-4%	29%
CCOc1cc(C2C(C(=O)OC)=C(C)NC3=C2C(=O)c2ccccc23)c(Br)cc1O (stereo unspecified)	5%	23%	?	7%	?	35µM*	15%[57.1 µM]	-20%	4%
Clc1ccc(/C=N/N2CCCCC2)cc1	-6%	25%	-12%	-8%	3%	50µM*	23%	-2%	?
CC(C)OP(=O)(c1ccc(N(C)C)cc1)C(Nc1ccccc1)c1ccccc1 (stereo unspecified)	-10%	1%	-36%	i	1%	?	19%[57.1 µM]	-5%	-9%
O=C(CN1CCN(c2ccc(Cl)cc2)CC1)NCc1cccs1	17%	5%	1%	-2%	6%	-8%	?	19%[11.4 µM]	-10%
CCN1CCN(C(=O)C2CCC(=O)N(CCCN3CCCC3=O)C2)CC1 (stereo unspecified)	11%	-5%	29%	3%	-3%	-2%	19%	21%	-20%
CCc1nc(SCC(=O)Nc2ccc3c(c2)OCCO3)c2oc3ccccc3c2n1	-4%	-2%	29%	-4%	6%	-11%	-3%	6%	32%[activator]
O=C(N/N=C/C1CC2CCC1C2)C1CC1 (stereo unspecified)	-7%	-5%	27%	-3%	0%	-4%	20%	-2%	-3%
CCC(=O)c1ccc(OCC(=O)Nc2ccc3c(c2)OCCO3)cc1	9%	-9%	27%	-6%	-5%	-3%	3%[57.1 µM]	21%	-2%
Cc1ccc(NCC(=O)Nc2cccc(S(=O)(=O)N(C)C)c2)c(Cl)c1	0%	-10%	23%	-6%	1%	-12%	-6%[57.1 µM]	-20%	-16%
CC(C(=O)NC(N)=O)N1C(=O)NC(c2ccccc2)(c2ccccc2)C1=O (stereo unspecified)	-3%	6%	7%	-11%	5%	0%	-10%	-24%	-4%
COc1cccc(C2C(C#N)=C(N)N(N(C)C)C3=C2C(=O)CC(C)(C)C3)c1OC (stereo unspecified)	17%	24%	39%[activator]	i	11%	-8%	7%	3%	7%
CC1CCN(S(=O)(=O)c2ccc3c(c2)N(CC(=O)NCCCN2C(C)CCCC2C)C(=O)CO3)CC1 (stereo unspecified)	7%	0%	22%	-2%	-11%	-24%	15%	-27%	-24%
Cc1nc(NC(=O)/C=C/c2ccc(Cl)cc2Cl)sc1C(=O)N(C)C	-9%	8%	1%	-7%	-2%	-9%	11%[57.1 µM]	3%	-21%
CCC(=O)N1CCc2cc(Br)cc(S(=O)(=O)CCC(=O)N3CCN(c4cccc(C)c4)C(C)C3)c21 (stereo unspecified)	2%	12%	4%	-8%	56%[activator]	-27%	22%[2.29 µM]	-17%	-6%
Nn1cnnc1SCC(=O)Nc1ccc(C2CCCCC2)cc1	.	-4%	20%	-8%	20%	-13%	11%	-11%	24%
Cc1cc(N2CCC(C)CC2)nc2cccc(O)c12	-1%	23%	-3%	-4%	4%	?	?	-40%	?
CC(=O)N1c2ccccc2C(=O)C1N(C)c1ccc(C)cc1 (stereo unspecified)	-5%	41%[activator]	34%	7%	-2%	-12%	-13%	2%[56.9 µM]	-19%
Cc1ccc(-c2nnc(Nc3ccc4c(c3)OCO4)c3ccccc23)cc1S(=O)(=O)NC(C)C	3%	?	12%	-1%	7%	-24%	2%[57.1 µM]	-10%	-18%
CCOC(=O)c1ccccc1NC(=O)Cc1ccc(OC)c(S(=O)(=O)N2CCOCC2)c1	8%	-12%	22%	4%	5%	-14%	11%	4%	-4%
O=[N+]([O-])c1ccc(OCc2cnc(Cl)s2)c([N+](=O)[O-])c1	-8%	2%	7%	i	-9%	-33%	25%[57.1 µM]	-4%	68%[activator]
O=C(Nc1cccc(-c2cn3ccccc3n2)c1)C1CC1	-11%	0%	24%	-7%	-3%	-21%	11%	-17%	0%
COc1cccc(/C=N/NC(=O)CO/N=C(\C)c2cccs2)c1OC	.	6%	18%	-3%	-1%	-20%	26%	15%	0%
Cc1cc(Cl)c(OCCN2C(=O)NC(C)(C)C2=O)c(Br)c1	-6%	.	30%	15%	0%	9%	6%	16%	0%

A few values from the list:
`CCC(=O)N1CCc2cc(Br)cc(S(=O)(=O)CCC(=O)N3CCN(c4cccc(C)c4)C(C)C3)c21` (stereo unspecified) in GLS inhibitor is listed with 12%
`CCC(=O)c1ccc(OCC(=O)Nc2ccc3c(c2)OCCO3)cc1` in HP1b chromo inh is listed with 27%

(cont.)
SMILES	ERG Ets-DNA blk	GLS inhibitor	HP1b chromo inh	Tb PGK inh	Pin1 inhibitor	JMJD2A Tudor	rTrxR1 inhibitor	RGS4 inh	ALOX12 inh
CCOC(=O)c1c(NC(=O)CC)sc2c1CCN(Cc1ccccc1)C2	3%	11%	12%	0%	7%	-32%	3%[57.1 µM]	-13%	19%
CC(/C=N/NC(=O)c1cccc([N+](=O)[O-])c1)=C\c1ccccc1	5%	-12%	9%	1%	-10%	-3%	9%[57.1 µM]	-13%	2%
COc1ccc(C(C(=O)NC(C)(C)C)N(Cc2ccc(C)cc2)C(=O)CCC(=O)Nc2cc(C)on2)cc1 (stereo unspecified)	19%	1%	9%	-3%	-1%	-18%	36%	-6%	-3%
COc1ccc(CN2C(=O)CSC2c2ccccn2)cc1 (stereo unspecified)	2%	-4%	31%	i	-4%	-6%	13%[57.1 µM]	-22%	430%[activator]
CS(=O)(=O)N(Cc1ccc(C(=O)NCc2ccco2)cc1)c1ccccc1	2%	6%	39%	-5%	?	-2%	4%[57.1 µM]	-33%	-4%
CCOc1ccc(NC(=O)CCC(=O)c2ccc(F)cc2)cc1	-7%	-7%	27%	0%	0%	-23%	20%	-29%	4%
C/C(=C\COc1ccc2ccc(=O)oc2c1)CC[C@@H](O)C(C)(C)O	18%	0%	14%	-4%	-1%	-19%	45%	8%	7%
CC(C)CNc1ncnc2onc(-c3ccc(Cl)cc3)c12	1%	0%	94%[activator]	2%	-9%	31%	-20%	-4%	-24%
COCCNC(=O)C(=O)NNC(=O)COc1ccc(OC)cc1	-6%	5%	55%[activator]	.	-3%	-7%	25%	-3%	-12%
COCCCn1c(=O)c2sccc2n2c(CCCC(=O)NCC3CCCO3)nnc12 (stereo unspecified)	0%	-4%	4%	7%	-7%	-15%	24%	4%[11.4 µM]	-28%
COc1cc(NC(=O)c2cc(-c3ccccc3O)no2)cc(OC)c1OC	4%	7%	-1%	3%	13%	-25%	10%	-36%	-19%
O=C(CN1CCOCC1)NNc1c2ccccc2nc2ccccc12	5%	32%[activator]	10%	-10%	0%	?	-31%	9%	?
CCCCSCCCNC(=O)c1ccc(CS(=O)(=O)c2ccccc2OC)o1	-21%	-7%	25%	-2%	-1%	-17%	-24%	-10%	-10%
O=C(Nc1ncccn1)c1ccc([N+](=O)[O-])cc1[N+](=O)[O-]	-4%	-11%	46%[activator]	i	-3%	-8%	3%	2%	?
Cc1ccccc1-n1nnnc1SCc1csc(-c2ccccc2)n1	-6%	-2%	33%	6%	7%	-2%[57.1 µM]	11%	-12%[56.9 µM]	-5%
CN(CCc1ccccn1)C(=O)CCC1CCCN(Cc2ccccc2OC(F)F)C1 (stereo unspecified)	-9%	-1%	41%[activator]	-11%	-5%	1%	18%	-3%	-3%
Cc1ccc(NC(=O)OC(C)CNC(=O)Oc2cccc(C)c2)cc1 (stereo unspecified)	-1%	-2%	31%	0%	1%	-12%	-11%	23%	-2%
CCOC(=O)c1nn(-c2ccc(Cl)cc2)c2nc(CC)c(C#N)c(=O)n12	1%	-1%	24%	-1%	9%	4%	-5%	-32%	-11%
CCN(CC)c1ccc(C2=NNC(=O)CC2C)cc1[N+](=O)[O-] (stereo unspecified)	-2%	13%	-12%	1%	-2%	-36%	9%	10%	3%
COc1ccc2sc3ccccc3c(=O)c2c1OC	0%	4%	63%[activator]	-3%	-6%	23%	10%[57.1 µM]	-3%	31%[activator]
CCn1c(SCC(=O)NC2CCCC2)nnc1C(C)NC(=O)c1ccccc1Br (stereo unspecified)	15%	-8%	40%[activator]	-3%	2%	-14%	11%	-12%	-19%
CCc1nnc(NC(=O)CSc2nc(SC)ns2)s1	12%	16%	50%[activator]	-4%	15%	-21%	42%[activator][57.1 µM]	-22%	-4%
CCOC(=O)C1=C(N)OC2=C(C(=O)CC(C)C2)C1c1cccnc1 (stereo unspecified)	-7%	-1%	59%[activator]	-3%	-6%	5%	?	-14%	23%
CCCCn1c(N)c(-c2nc3ccccc3o2)c2c([N+](=O)[O-])nn(C)c(=O)c21	-9%	?	-14%	-10%	-4%	?	16%[57.1 µM]	-51%	-16%
COc1ccc(S(=O)(=O)Nc2cccc(S(=O)(=O)N3CCCC3)c2)cc1OC	7%	6%	2%	2%	1%	-12%	15%	-20%	19%
CC(NC(=O)c1ccco1)c1ccc(-n2ccnc2)cc1 (stereo unspecified)	-2%	-10%	30%	-2%	-2%	-10%	12%	-26%	-2%
O=C(COC(=O)c1cccc(F)c1)Nc1ccc(Cl)cn1	-6%	-2%	29%	-8%	4%	-3%	15%	21%	9%

The list is partial, so the mix of outcomes need not match the whole.
